iPSC survival up: increases survival of single human iPS cells. AID 602274. 360,000 compounds, 0.044% hits. survival enhancement, % at 20 µM. hiPSC single-cell survival, ATPlite luminescence; 100% = ROCK inhibitor wells, 0% = DMSO; in the data active means survival enhancement above about 18%;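 further: cells exposed to compounds for 16 hours before the ATP read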
Glyco luc inh: N-linked glycosylation inhibition | D54 ERlucT glycosylation luciferase reporter, 24 h; percent of 100 nM tunicamycin response | reporter increase, % at 12.5 µM | 360,000 compounds, 0.23% hits;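 active means mean luciferase reporter signal, scaled so untreated is 0 and the glycosylation-blocking control 100, at or above a set limit in every replicate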;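 further: luciferase carries N-glycosylation sites so blocking glycosylation raises the light; 0% = median of neutral control wells and 100% = median of 100 nM tunicamycin wells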
CaV13 FRET inh: Disruptors of the CACNA1D IQ motif to Ca2+-dependent inactivation inhibitor domain association, primary screening, Förster resonance energy transfer in intact living …; HEK cells, CFP/YFP FRET ICDI-IQ, plate reader, 10 min; percent FRET-ratio fall versus neutral wells; inhibition, % at 12.3 µM; 340,000 compounds, 0.098% hits; AID 743397;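 active means mean replicate inhibition of at least 30% and at least 1% of replicates passing that level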;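 further: 0% = median of the neutral control wells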
HTR2A ag: activates the mouse 5-HT2A serotonin receptor. AID 624169. activation, % at 7.6 µM. CHO-K1 mHTR2A beta-arrestin complementation, luminescence; percent of 30 µM serotonin response. 360,000 compounds, 0.66% hits. P35363;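 active means activation above a run cutoff, the mean activation of all tested compounds plus 3 SD, cut at about 14% in these data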;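 further: 0% = plate median of compound wells and 100% = 30 µM serotonin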
Target sequence (P35363 whole entry, looked up): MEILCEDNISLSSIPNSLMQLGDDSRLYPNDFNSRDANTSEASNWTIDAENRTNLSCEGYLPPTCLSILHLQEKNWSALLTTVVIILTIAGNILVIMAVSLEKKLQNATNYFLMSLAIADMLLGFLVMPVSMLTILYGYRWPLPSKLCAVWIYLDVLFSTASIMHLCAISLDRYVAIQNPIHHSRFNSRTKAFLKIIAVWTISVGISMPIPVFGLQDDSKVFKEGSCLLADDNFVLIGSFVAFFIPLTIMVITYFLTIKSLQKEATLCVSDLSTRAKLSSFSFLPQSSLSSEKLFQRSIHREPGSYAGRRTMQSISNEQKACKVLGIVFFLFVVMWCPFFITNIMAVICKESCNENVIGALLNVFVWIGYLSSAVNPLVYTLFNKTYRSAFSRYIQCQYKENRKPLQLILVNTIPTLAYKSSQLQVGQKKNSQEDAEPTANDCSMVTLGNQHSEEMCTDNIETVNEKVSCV
Granule exo inh: lytic granule exocytosis inhibition | inhibition, % at 10 µM | 360,000 compounds, 0.66% hits | TALL-104 LAMP-1 surface exposure, flow cytometry; cells stimulated with thapsigargin and PMA;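 active means inhibition above about 55%, limit read from the data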
H9c2 protect: protects H9c2 cardiomyocytes from peroxide injury. AID 588492. protection from H2O2 cell death, % at 20 µM. H2O2 injury protection, ATPLite, 2 h. 360,000 compounds, 0.63% hits;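 active means compounds giving at least 50% protection of heart cells from peroxide-induced death in the single-dose screen, raw or plate-pattern-corrected value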;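 further: 0% = DMSO wells with peroxide and 100% = DMSO wells without peroxide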
ABCB6 inh 2: blocks the human ABCB6 transporter. AID 602162. Q9NP58. 360,000 compounds, 0.19% hits. K562-ABCB6 porphyrin accumulation, flow cytometry, 1 h; hits give low values. fluorescence ratio to DMSO, % at 10 µM;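 active means fluorescence ratio to DMSO below 75%, the collection mean minus 3 SD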;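 further: signal is porphyrin accumulated inside mitochondria; 100% equals median channel fluorescence of DMSO control wells; lower ratio means ABCB6 inhibition with less porphyrin fluorescence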
Vif inh: inhibitors of HIV Vif; HEK293T cells, Vif self-association by quenched fluorescence, imaging, 24 h; inhibition, % at 7.49 µM; 340,000 compounds, 0.35% hits; AID 602346; in the data active means inhibition above about 50%, passing the limit was not always enough; further: some results filed as inactive read as strong as hits
aDG glyco act: increases alpha dystroglycan glycosylation; Pro5-aDG cells, alpha-DG glycosylation AlphaScreen (IIH6); 0% Pro5, 100% B10-LARGE cell signal; activation, % at 10 µM; 360,000 compounds, 0.22% hits; AID 624168;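 active means activation of at least 8% versus controls, or a plate z-score of at least 8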;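 further: Pro5 are CHO cells carrying HIG-tagged alpha-DG that lacks glycosylation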
PDI inh: blocks human protein disulfide isomerase activity; AID 588391; PDI insulin aggregation turbidity, A650, 90 min; P07237; 350,000 compounds, 0.052% hits; inhibition, % at 10 µM;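 active means mean inhibition across replicates of 30% or more, whatever share of single replicates reach that level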;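 further: absorbance from insulin aggregation driven by PDI reduction with DTT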
Target sequence (P07237 whole entry, looked up): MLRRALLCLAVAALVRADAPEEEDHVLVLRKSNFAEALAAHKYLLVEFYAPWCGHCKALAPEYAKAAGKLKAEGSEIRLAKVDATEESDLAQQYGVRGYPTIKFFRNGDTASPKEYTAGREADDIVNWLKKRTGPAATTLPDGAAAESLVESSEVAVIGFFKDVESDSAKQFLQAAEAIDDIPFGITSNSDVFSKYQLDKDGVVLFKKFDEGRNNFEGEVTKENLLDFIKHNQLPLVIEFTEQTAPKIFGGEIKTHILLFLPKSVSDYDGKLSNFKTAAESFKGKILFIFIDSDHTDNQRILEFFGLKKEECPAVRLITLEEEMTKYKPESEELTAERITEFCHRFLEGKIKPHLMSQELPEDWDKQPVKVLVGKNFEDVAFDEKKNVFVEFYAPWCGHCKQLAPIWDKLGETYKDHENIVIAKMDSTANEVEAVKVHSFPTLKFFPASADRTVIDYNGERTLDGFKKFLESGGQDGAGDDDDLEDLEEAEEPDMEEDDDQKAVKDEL
The depositor's hits bear a star; · = not tested or not shown.

SMILES	iPSC survival up	Glyco luc inh	CaV13 FRET inh	HTR2A ag	Granule exo inh	H9c2 protect	ABCB6 inh 2	Vif inh	aDG glyco act	PDI inh
Cc1ccc(C)c2nc(Cl)c(C3NC(=O)c4ccccc4N3)cc12 (stereo not given)	0.8	5.1	2.4	1.8	19.4	-7.2	99.0	1.0	0.1	-1.7
C/C=C/C(=O)OCC(=O)Nc1cc(OC)c([N+](=O)[O-])cc1C	1.5	0.8	-6.7	-2.5	-2.1	6.9	105.0	-5.2	-0.1	-1.4
COc1ccc(C(=O)/C=C/C(=O)N(Cc2ccc3c(c2)OCO3)C(C(=O)NC2CCCCC2)c2ccncc2)c(O)c1 (stereo not given)	1.5	3.0	-2.0	-2.0	-4.5	14.2	98.0	1.3	-0.2	9.3
COc1cc2c(cc1NC(=O)CC1SC(N3CCCC3)=NC1=O)oc1ccccc12 (stereo not given)	0.2	9.2	-3.5	-3.5	0.4	28.1	93.0	-6.4	-0.2	4.8
CN(C)CCN(Cc1cccs1)S(=O)(=O)c1csc(C(N)=O)c1	-0.4	-2.4	-2.9	-6.4	0.4	0.8	98.0	4.7	-0.1	2.2
CCOc1cc(CNc2ccc(N(C)C)cc2)cc(Br)c1OCC(=O)NC(C)(C)C	1.2	-0.7	·	1.7	4.7	3.7	94.0	-0.8	0.4	29.3
CN/S(=N/S(=O)(=O)c1ccccc1)c1ccc(C)cc1 (stereo not given)	-1.8	-0.4	-7.6	-2.7	1.3	-4.3	100.0	-2.2	0.0	6.0
COc1ccc(OC)c(N/C(C)=C/C(=O)c2ccc(C)o2)c1	2.6	-1.3	-6.2	0.4	1.9	-2.3	104.0	-1.3	-0.3	-0.4
Cc1nc(N)sc1-c1csc(Nc2cc(N(C)C)ccc2Cl)n1	-0.5	0.5	-5.5	-0.9	3.6	-17.9	101.0	-2.7	0.3	-4.8
CCCCN(C(=O)c1cc2ccccc2o1)c1c(N)n(CCC)c(=O)[nH]c1=O	0.9	-1.2	-5.3	-1.4	3.5	0.6	101.0	3.1	0.2	-3.0
O=C(Nc1c2c(nn1-c1ccc(Cl)cc1)CS(=O)(=O)C2)C1CC1	1.6	-0.8	-2.0	5.7	-1.0	2.4	94.0	5.4	-0.4	-2.2
CCC(Oc1ccc(C)cc1)C(=O)Nc1ccc(S(=O)(=O)Nc2cc(C)on2)cc1 (stereo not given)	0.5	0.7	-2.7	3.5	11.3	-8.8	102.0	7.4	0.0	6.2
Nc1ccccc1C(=O)N1CCCC1	-0.5	0.6	-5.4	-3.2	6.0	4.5	109.0	-13.4	0.0	-2.2
C1CCC(Nc2nc3nonc3nc2N2CCSCC2)C1	1.3	1.0	22.5	-0.4	-9.5	5.0	97.0	4.4	-0.2	4.8
c1ccc(CCNc2nc(-c3ccncc3)nc3ccccc23)cc1	-0.6	8.7	-3.4	-2.6	30.6	14.4	98.0	-2.8	0.1	-1.3
CCOc1ccc(S(=O)(=O)Nc2ccccc2SC)c2cccnc12	-0.6	-0.4	-4.1	1.8	-4.3	24.4	94.0	-14.6	0.2	3.5
C[C@H](NC(=O)N1CCC(Cc2ccccc2)CC1)C(=O)O	2.5	-0.4	-3.3	5.6	-10.7	-5.1	94.0	-3.3	0.0	3.4
CCOc1ccc(C2C(C(=O)c3cccs3)=C(O)C(=O)N2CCN2CCOCC2)cc1 (stereo not given)	-0.6	1.1	-20.9	-6.8	-4.0	-1.9	97.0	2.1	0.0	9.7
COc1ccc(C(=O)NCC(=O)N/N=C/c2cn[nH]c2-c2ccccc2)cc1	-0.7	0.4	0.8	0.8	16.2	-5.5	106.0	-11.4	-0.5	-1.0
Cc1cnc(C)c(N2CCN(Cc3cn(C)nc3-c3cccc(Cl)c3)CC2)n1	-0.9	3.4	-2.3	1.6	-5.4	-4.1	99.0	-0.2	0.1	-4.6
Nc1c(C(=O)Nc2ccc3c(c2)OCCO3)nnn1Cc1ccc(F)cc1	-0.6	1.6	-6.2	0.3	-1.3	-8.5	100.0	5.0	0.7	2.6
CCOC(=O)[C@]12CCCC=C1N(Cc1cccc3ccccc13)C(=O)[C@H](CC(=O)NCc1cccc3ccccc13)C2	0.3	·	-3.7	-4.1	5.6	·	101.0	·	-0.3	·
CCn1nc(C)cc1C(=O)N(C)C1CCCN(Cc2ccccc2F)C1 (stereo not given)	0.7	0.7	-6.5	-1.3	-0.3	-0.4	102.0	3.1	-0.3	-0.7
CCc1nc2ccc(C(=O)NCCCn3ccnc3)cn2c1N(CC)CCOC	4.6	5.4	-4.9	-7.6	-10.2	0.8	99.0	4.4	-0.1	-0.5
CCCN(CCC)S(=O)(=O)c1ccc(C(=O)NCc2n[nH]c(=S)n2-c2ccc(Cl)c(Cl)c2)cc1	2.5	-1.1	-1.0	-0.9	9.7	-0.1	101.0	5.1	0.6	2.3
CCNC(C(=O)c1c[nH]c2c(CC)cccc12)c1ccccc1 (stereo not given)	-0.6	-0.8	-3.1	-4.5	6.9	12.8	96.0	12.4	0.0	6.5
CC(C)c1ccc(NC(=O)CSc2n[nH]c(=O)n2Cc2ccco2)cc1	1.5	0.9	-1.0	-3.0	-1.9	-7.1	97.0	-11.7	0.4	0.1
O=c1c2ccccc2oc2cc(-c3ccc4cc[nH]c4c3)ccc12	4.2	3.3	-4.7	-4.0	-11.7	-7.2	98.0	1.5	0.2	0.2
CC1(c2nnnn2-c2ccc3c(c2)OCCO3)CCC(=O)N1CCc1c[nH]c2ccccc12 (stereo not given)	-0.2	·	-8.7	4.4	-1.9	·	102.0	·	-0.1	·
COc1ccc2[nH]cc(CCNS(=O)(=O)c3ccc(NC(C)=O)cc3)c2c1	1.0	0.4	11.7	30.7*	0.4	-2.7	97.0	6.0	-0.2	-4.7
CN(Cc1ccccc1)C(=O)c1ccc(NC(=O)Cc2ccc([N+](=O)[O-])cc2)cc1	0.2	-2.1	-3.7	-3.3	-6.6	-5.6	94.0	-6.1	-0.1	-4.8
N=c1n(CC(=O)c2cccs2)c2ccccc2n1Cc1ccccc1	1.1	-5.6	12.0	-2.4	1.9	-5.6	93.0	1.7	0.7	5.8
CSC(=NC#N)N1CCN(c2cccc(Cl)c2)CC1	2.3	4.1	-4.9	-2.1	-5.4	4.9	106.0	-5.2	0.8	2.9
COC(=O)c1ccc(C(=O)N(C)C2CCCN(Cc3ccccc3F)C2)nc1 (stereo not given)	-0.3	0.4	-4.2	0.3	3.6	-2.0	99.0	2.9	-0.1	5.1
CCCCOc1ccc(CC2CCC(=O)NC2=O)cc1 (stereo not given)	2.2	-0.6	4.8	2.3	-3.1	-6.9	93.0	-3.2	-0.2	5.6
O=C(O)CC(c1cccc2ccccc12)n1cccc1 (stereo not given)	-1.6	2.7	-4.7	5.3	1.1	0.2	96.0	-2.4	-0.2	-5.8
Cc1cc(OC(=O)c2ccccc2Br)cc(=O)n1C	-2.5	1.3	·	-4.6	-3.8	34.9	86.0	-13.0	0.0	-8.8
COc1ccc(NC(=O)CNS(=O)(=O)c2cccs2)c(OC)c1	-2.3	1.5	·	1.8	3.5	7.7	101.0	2.1	-0.1	4.9
CC(C)CCc1noc(CN(C)CCC2CCOCC2)n1	0.3	0.0	-5.6	1.7	1.1	1.8	103.0	-3.4	-0.1	-2.6
Cc1ccccc1NC(=O)COC(=O)c1c(-c2ccccc2)noc1C	1.8	-0.2	-2.5	2.2	1.3	-9.0	96.0	-5.2	0.2	0.4

Reprinted from the part before: two compounds, followed by the next part.
SMILES	iPSC survival up	Glyco luc inh	CaV13 FRET inh	HTR2A ag	Granule exo inh	H9c2 protect	ABCB6 inh 2	Vif inh	aDG glyco act	PDI inh
CC(C)CCc1noc(CN(C)CCC2CCOCC2)n1	0.3	0.0	-5.6	1.7	1.1	1.8	103.0	-3.4	-0.1	-2.6
Cc1ccccc1NC(=O)COC(=O)c1c(-c2ccccc2)noc1C	1.8	-0.2	-2.5	2.2	1.3	-9.0	96.0	-5.2	0.2	0.4
CCOC(=O)Nc1c(Cl)[nH]c(=O)n(C)c1=O	0.8	1.5	-6.0	7.3	21.1	-3.4	101.0	15.6	0.1	-1.7
CN(C)CCNC(=O)c1ccc(Cl)c2cc3ccccc3nc12	-4.1	-9.0	-5.5	-4.8	23.6	-14.4	93.0	-5.4	0.3	-32.1
c1coc(-c2nc3c4c5c(sc4ncn3n2)CCCC5)c1	-1.9	8.2	-3.1	-3.9	0.3	3.7	96.0	-1.0	-0.2	17.3
O=C(Nc1ccc2oc(-c3ccc(Cl)c(Cl)c3)nc2c1)c1ncn[nH]1	-3.0	-5.2	-2.4	-2.8	-1.2	5.0	111.0	·	-0.3	-0.7
N#CC(c1cccc(C(F)(F)F)c1)(c1ncc(C(F)(F)F)cc1Cl)N1CCOCC1 (stereo not given)	-0.2	-1.2	-7.8	-2.0	1.8	-13.0	95.0	2.4	0.3	1.4
CC(=O)Nc1cccc2c1C(=O)N(c1ccccc1OC(C)=O)C2=O	-0.8	2.6	-4.6	-0.4	-1.4	2.4	98.0	-1.5	0.0	-0.6
CCOC(=O)/C=C1\SCC(=O)N1CC(=O)NC(C)c1ccccc1 (stereo not given)	1.1	1.5	-8.9	-3.5	-1.5	0.0	94.0	1.4	-0.4	-2.5
CCN(C(=O)COC(=O)c1cnc(C)cn1)C1CCCCC1	2.8	2.3	·	2.5	4.1	3.8	95.0	12.4	0.3	6.5
O=S(=O)(c1cccc(-c2nnc(SCc3nc4ccccc4s3)o2)c1)N1CCOCC1	-1.8	-2.3	·	5.1	-1.7	-8.5	130.0	·	0.2	7.4
Cc1ccc(C(C)C)cc1OCC(=O)N/N=C/c1ccc2c(c1)OCCO2	0.0	-0.9	-2.4	0.5	-4.5	-8.2	101.0	·	0.1	-4.7
COc1cc2c(cc1OC)C(c1cccc([N+](=O)[O-])c1)=NCC2	4.1	2.1	-5.2	-0.5	4.9	1.6	100.0	-1.8	0.0	-3.4
COC(=O)CCC(=O)OC1(C)C(=O)C=C2C=C(C3CC3)N(Cc3ccco3)C=C2C1=O (stereo not given)	4.2	2.5	-5.1	4.6	1.8	-7.5	103.0	-1.2	0.1	5.3
O=C(O)C1CCN(C(=O)c2cccc3ccccc23)CC1	-0.6	2.4	-3.9	-6.4	0.4	2.2	102.0	-4.7	0.0	0.1
O=C(NCc1cccnc1)c1ccc(S(=O)(=O)Nc2ccccc2)cc1	0.4	0.2	-1.6	2.4	4.1	0.2	96.0	-6.9	0.3	-4.8
Cc1nc(SCC(=O)Nc2ccc(C)c(F)c2)c2oc3ccccc3c2n1	1.0	5.1	-0.8	5.5	-0.2	0.7	78.0	-5.3	0.3	-14.5
Cc1nn(C)c(C)c1/C=C1/SC(=S)NC1=O	3.0	4.3	-7.0	4.2	-1.0	-4.4	104.0	2.2	0.2	-1.2
CCc1nnc(NC(=O)Cc2ccc(Br)cc2)s1	-0.8	3.4	7.2	1.1	7.6	0.6	93.0	-0.1	0.0	-6.7
Cc1ccc(S(=O)(=O)N2[C@@H](c3ccc(Br)cc3)C(C(=O)O)=CC[C@H]2c2cccc(Cl)c2)cc1	1.0	-0.3	-5.5	5.8	-0.6	-0.7	93.0	·	-0.3	-8.5

Assay outcomes: PubChem BioAssay, several laboratories
